Screening results (PubChem BioAssay)
HePTP inhibitor = blocks human HePTP tyrosine phosphatase; recombinant HePTP phosphatase activity, OD absorbance; actives 0.64% (n = 110,000); inhibition, % at 20 µM; P35236; AID 521; in the data active = inhibition above about 50%;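 also: plate controls were vehicle for no effect and reference inhibitor for full effect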
Target sequence (P35236 whole entry, looked up): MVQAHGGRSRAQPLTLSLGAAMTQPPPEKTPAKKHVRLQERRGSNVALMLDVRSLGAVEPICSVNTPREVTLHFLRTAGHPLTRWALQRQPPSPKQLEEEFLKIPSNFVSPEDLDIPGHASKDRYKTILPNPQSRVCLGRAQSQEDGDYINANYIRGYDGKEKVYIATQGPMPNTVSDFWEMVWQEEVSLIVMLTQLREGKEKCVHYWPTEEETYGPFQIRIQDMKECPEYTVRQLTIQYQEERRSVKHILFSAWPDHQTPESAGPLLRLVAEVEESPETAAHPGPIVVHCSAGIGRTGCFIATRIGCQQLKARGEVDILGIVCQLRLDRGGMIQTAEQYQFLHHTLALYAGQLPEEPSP
BAP1 block = blocks human BAP1 ubiquitin-AMC hydrolysis | activity remaining (% of control), % at 20 µM | recombinant BAP1, Ub-AMC hydrolysis fluorescence kinetic; hits give low values | actives 0.48% (n = 72,000);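 active = activity remaining at or below 50% of control, provided the compound also passes the data quality filters; inactive = the rest, including low values that fail the filters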;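 also: 100% = DMSO wells rate and 0% = substrate alone blank rate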
Target sequence (Q92560 whole entry, looked up): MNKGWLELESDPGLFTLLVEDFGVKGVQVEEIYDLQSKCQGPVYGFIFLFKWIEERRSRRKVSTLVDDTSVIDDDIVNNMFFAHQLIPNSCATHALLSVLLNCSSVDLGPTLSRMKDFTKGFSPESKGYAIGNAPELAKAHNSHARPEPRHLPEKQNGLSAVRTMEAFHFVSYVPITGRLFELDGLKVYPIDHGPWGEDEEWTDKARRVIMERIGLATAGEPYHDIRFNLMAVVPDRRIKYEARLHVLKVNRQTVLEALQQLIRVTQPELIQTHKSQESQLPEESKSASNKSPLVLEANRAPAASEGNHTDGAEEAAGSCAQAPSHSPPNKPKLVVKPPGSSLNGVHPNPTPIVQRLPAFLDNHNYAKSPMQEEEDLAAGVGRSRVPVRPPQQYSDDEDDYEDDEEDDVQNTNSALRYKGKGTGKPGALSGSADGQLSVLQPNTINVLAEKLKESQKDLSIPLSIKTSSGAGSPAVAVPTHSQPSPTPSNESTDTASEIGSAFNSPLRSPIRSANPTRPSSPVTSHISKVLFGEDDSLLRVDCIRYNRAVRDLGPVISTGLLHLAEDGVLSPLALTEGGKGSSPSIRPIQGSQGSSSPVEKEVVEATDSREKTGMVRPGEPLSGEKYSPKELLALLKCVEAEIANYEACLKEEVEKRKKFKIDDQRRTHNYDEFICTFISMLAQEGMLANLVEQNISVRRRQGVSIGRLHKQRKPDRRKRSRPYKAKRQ
Active calls of the source: *; x = not tested or not shown; & = joins results of further samples. Some of the compounds tested; the hit share may differ from the screen's.

Order of values – HePTP inhibitor	BAP1 block
O=C(Cc1ccccc1)Oc1ccc(N2C(=O)C3CCCCC3C2=O)cc1 (stereo not drawn)
  x	73
CC(C)Oc1c(Br)cc(Br)cc1C=C(C#N)C#N
  6	x
CN=C(C)c1c(O)n(C)c(=O)n(C)c1=O
  13	x
CNP1(NC)=Nc2nn(-c3ccccc3)c(N)c2C(c2ccccc2)=N1
  -20	139
CCOP(=O)(OCC)C(NC(=O)c1ccc(Cl)cc1)C(Cl)(Cl)Cl (stereo not drawn)
  0	x
COC(=O)c1cc(COc2cc(C)cc3oc(=O)c4c(c23)CCC4)c(C)o1
  -2	x
CCOC(=O)C1SC2(C(F)(F)C(F)F)CC1(O)c1c(c(OC)c3occc3c1OC)O2 (stereo not drawn)
  0	94
O=C(Nc1ccccc1OC(=O)N1CCOCC1)N1CCOCC1
  11	83
CCN1CCN(Cc2nnnn2C(C)(C)C)CC1
  -3	100
COc1ccc(OC)c(N2C(=O)CC(=O)NC2=O)c1
  -17	x
Cc1ccc(C)c(N2CCNCC2)c1
  x	96
O=c1c2ccccc2nc(-c2ccco2)n1-c1ccncc1
  -2&-8	80
CC(C)OC(=O)C1C(=O)NC2(C)CC1c1ccccc1O2 (stereo not drawn)
  2	104
C[N+]12CN3CN(CN(C3)C1)C2
  9	98
O=C(CN1C(=O)CN=C(c2ccccc2Cl)c2cc(Cl)ccc21)NCc1ccco1
  6	92
CCCCn1c(O)c(C(C)=NCc2ccc(F)cc2)c(=O)[nH]c1=O
  -3	92
CCN1CCN(Cc2ccccc2C)CC1
  -1	105
COc1ccc2[nH]cc(CCN(C)C)c2c1
  13	62&95
CCS(=O)(=O)N1CCC(C(=O)N2CCC3(CC2)OCCO3)CC1
  -1	105
COc1cc(C)c(CNCCc2ccccc2F)cc1C
  -11	x

Random excerpt: seven entries already listed
Order of values – HePTP inhibitor	BAP1 block
O=C(Cc1ccccc1)Oc1ccc(N2C(=O)C3CCCCC3C2=O)cc1 (stereo not drawn)
  x	73
Cc1ccc(C)c(N2CCNCC2)c1
  x	96
CC(C)Oc1c(Br)cc(Br)cc1C=C(C#N)C#N
  6	x
COc1ccc2[nH]cc(CCN(C)C)c2c1
  13	62&95
CCOC(=O)C1SC2(C(F)(F)C(F)F)CC1(O)c1c(c(OC)c3occc3c1OC)O2 (stereo not drawn)
  0	94
COC(=O)c1cc(COc2cc(C)cc3oc(=O)c4c(c23)CCC4)c(C)o1
  -2	x
CCN1CCN(Cc2nnnn2C(C)(C)C)CC1
  -3	100

Returning to the listing, repeating the four entries before the break.
Order of values – HePTP inhibitor	BAP1 block
CCN1CCN(Cc2ccccc2C)CC1
  -1	105
COc1ccc2[nH]cc(CCN(C)C)c2c1
  13	62&95
CCS(=O)(=O)N1CCC(C(=O)N2CCC3(CC2)OCCO3)CC1
  -1	105
COc1cc(C)c(CNCCc2ccccc2F)cc1C
  -11	x
O=C(c1cc2c(s1)-c1ccccc1OC2)N1CCC2(CC1)OCCO2
  4	x
CN1C(=O)c2ccccc2Sc2ccc(C(=O)N3CCC4(CC3)OCCO4)cc21
  5	93
COc1cccc(C=C2C(=O)NC(=O)NC2=O)c1
  8	x
CCCCn1c(O)c(C(C)=NCCc2ccccc2)c(=O)[nH]c1=O
  -5	86
CNCCc1nc(N)n[nH]1
  0	x
Cc1ccccc1-n1c(O)c(C=Nc2ccc(N(C)C)cc2)c(=O)[nH]c1=O
  8	141
O=C(NCc1ccccn1)c1ccccc1Cl
  -2	99
COc1ccc(CC[n+]2cc(/N=C(\C)[O-])on2)cc1OC
  -8	119
O=C(CNS(=O)(=O)c1cccs1)N1CCC2(CC1)OCCO2
  -2	92
Cc1cc(C)cc(N2C(=O)NC(=O)/C(=C\c3cc(C)n(C)c3C)C2=O)c1
  -10	x
Cc1c(-c2ccc(C=C3C(=O)NC(=S)NC3=O)o2)ccc([N+](=O)[O-])c1C
  -13	x
O=c1[nH]c(=O)n(CCc2ccccc2)c(O)c1C=NCCN1CCNCC1
  13	88
CC(C)[C@@]1(NC(=O)[C@@H]2C=C3c4cccc5[nH]cc(c45)C[C@H]3N(C)C2)O[C@@]2(O)[C@@H]3CCCN3C(=O)[C@H](Cc3ccccc3)N2C1=O
  13	x
Cc1cc(/C=C2\C(=O)NC(=S)N(c3ccccc3F)C2=O)c(C)n1C
  1	x
C=CCn1c(O)c(C(CC)=Nc2ccc(N(CC)CC)cc2)c(=O)[nH]c1=O
  4	94
N#CC1=C(N)Oc2c(c(=O)oc3ccccc23)C1c1cccnc1 (stereo not drawn)
  0	x
C=CCc1cc(/C=C2/C(=O)NC(=S)N(CC=C)C2=O)cc(OC)c1O
  8	x
CC(=O)C1C(=O)NC23CCCCC2C1c1ccccc1O3 (stereo not drawn)
  8	81
CN1CCc2nc3sc(C#N)c(N)c3c(-c3cccs3)c2C1
  3	81
CN(C)c1ccc2c(c1)N=C(c1ccco1)OP2(=S)N1CCOCC1 (stereo not drawn)
  5	110

(further entries)
Order of values – HePTP inhibitor	BAP1 block
O=P(O)(O)C#Cc1ccccc1
  0	86
O=C1NC(=O)C(CCc2ccncc2)(c2ccccc2)C(=O)N1
  -8	66
O=C(c1cc(Br)ccc1Cl)N1CCC2(CC1)OCCO2
  7	124
FC(F)(F)c1ccc2c(c1)ncn2C1CCN(Cc2nnnn2C2CCCCC2)CC1
  5	102
COc1ccc(C(CC(=O)N2CCC3(CC2)OCCO3)NS(=O)(=O)c2ccc(OC)cc2)cc1 (stereo not drawn)
  8	120
Cc1cc(C)c(C2=NOC(O)(C(F)(F)F)C2)c(=O)[nH]1 (stereo not drawn)
  4	112
O=C1NC(=O)N(c2ccc(Br)cc2)C(=O)/C1=C/c1ccc(Oc2ccc([N+](=O)[O-])cn2)cc1
  -1	x
CC(C)OC(NC(=O)c1ccco1)C(Cl)(Cl)Cl (stereo not drawn)
  1	x
Clc1ccccc1CNCCc1ccc2c(c1)OCO2
  1	x
COc1ccc2c(c1)CC1(CN2C)C(=O)NC(=O)N(c2ccc(F)cc2)C1=O (stereo not drawn)
  4	70
Cc1ccc(Cn2nnnc2CN2CCC(n3nnc4ccccc43)CC2)cc1
  2	102
Cn1c(O)c(/C=C2/C=CC=N2)c(=O)n(-c2ccccc2)c1=S
  101*	x
C[N+](C)(C)CC#CCN1CCCC1=O
  x	92
C=CCN1C(=O)/C(=C\c2cccn2-c2ccc([N+](=O)[O-])cc2)C(=O)NC1=S
  102*	x
CC(=NCc1ccc(F)cc1)c1c(O)n(C)c(=O)n(C)c1=O
  9	108
CCOC(=O)C1=C(C)OC(N)=C(C#N)C12C(=O)Nc1ccc(C)cc12 (stereo not drawn)
  8	104
CCCCN1CCC(C#N)(Nc2ccccc2)CC1
  5	102
CCCCCCn1c(=O)c(C(=O)Nc2ccncc2)c(O)c2ccccc21
  3	54
c1ccc(CNc2c3c(nc4ccccc24)CCC3)cc1
  x	143
CCOc1ccc(CNCCc2ccc(Cl)cc2)cc1
  8	x

(continued)
Order of values – HePTP inhibitor	BAP1 block
COc1ccc(/C=C2\C(=O)C3CCN2CC3)c(OC)c1
  -1	x
NC1CC1c1ccccc1 (stereo not drawn)
  x	99
O=c1[nH]c(=O)n(CCC2=CCCCC2)c(O)c1C=NCc1cccnc1
  11	79
COc1ccccc1-n1c(O)c(C=Nc2c(C)n(C)n(-c3ccccc3)c2=O)c(=O)[nH]c1=O
  1	89
CCC(C)NC(=O)c1c(N)n(Cc2ccc3c(c2)OCO3)c2nc3ccccc3nc12 (stereo not drawn)
  -10	71
CC1CC2(O)c3nonc3CCC2N1O (stereo not drawn)
  -8	94
COc1ccc(-n2c(=O)[nH]c3ccccc3c2=O)c(OC)c1
  11	96
NCCc1c[nH]c2ccc(O)cc12
  x	92
C#CCN(C)C(C)Cc1ccccc1 (stereo not drawn)
  4	134
Nc1ncnc2c1ncn2[C@@H]1O[C@H](COP(=O)(O)CP(=O)(O)OP(=O)(O)O)[C@H](O)C1O (stereo partly drawn)
  x	92
COc1ccc(CCn2c(O)c(C=NCCCN(C)C)c(=O)[nH]c2=O)cc1OC
  -1	100
Cc1ccc(C=C2C(=O)NC(=O)NC2=O)cc1[N+](=O)[O-]
  37	x
CN1CCC23CCCC[C@H]2C1Cc1ccc(O)cc13 (stereo partly drawn)
  x	94
O=C1C2CCN(CC2)C1Cc1ccc(OCCOc2ccccc2)cc1 (stereo not drawn)
  -1	82
CC(C)(C)c1o[nH]c(=O)c1CC(N)C(=O)O (stereo not drawn)
  x	87
O=C1NC(=S)N(c2cccc(Br)c2)C(=O)/C1=C/c1ccco1
  102*	x
CCCCOc1cc(C)cc2oc(=O)c3c(c12)CCCC3
  11	x
COc1ccc2c(c1)c(C(=O)CN1CCN(C)CC1)c(C)n2Cc1ccccc1
  -3	100
Cc1ccc2c(c1)C1CN(C)CCC1N2C(=O)c1ccco1 (stereo not drawn)
  15	x
COc1cc2c(cc1OC)CC(C)(C)[N+](C)=C2
  1	x

Next part:
compound | HePTP inhibitor | BAP1 block
COc1cc(OC)c(OC)cc1CN1CCNCC1 | 7 | x
COC(=O)C1=CCCN(C)C1 | x | 92
CCCCn1c(O)c(C=NC2CCCCC2N)c(=O)[nH]c1=O (stereo not drawn) | -10 | 100
CC1(C)C(C(=O)Nc2cccc3ccccc23)C1(C)C | 8 | x
COc1cc(Br)cc(CN2CCN(C)CC2)c1O | -4 | 97
CCC(=NCCN1CCOCC1)c1c(O)n(-c2ccccc2C)c(=O)[nH]c1=O | 4 | 103
CCCC[n+]1cc(/N=C(\[O-])OC)on1 | 9 | 94
COc1ccc(/C=C/c2nc3ccccc3c(=O)n2-c2ccc(O)cc2)cc1 | -4 | x
OCCNc1c2c(nc3ccccc13)CCCC2 | 3 | 91
Cc1c(C=O)c2ccccc2n1Cc1ccc(Cl)cc1 | -9 | x
CCOc1ccc(N2C(=O)NC(=O)/C(=C/c3ccc(C)cc3)C2=O)cc1 | 6 | x
O=C(Cc1ccc(Cl)cc1)N1CCN(C/C=C/c2ccccc2)CC1 | 10 | x
CC(=O)Nc1ccc(S(=O)(=O)NC(CC(=O)N2CCC3(CC2)OCCO3)C(C)C)cc1 (stereo not drawn) | 8 | 104
CCOc1ccc2ccccc2c1/C=C1\C(=O)NC(=S)N(c2ccccc2)C1=O | 11 | x
Cc1cccc(N2CCc3c2nc2ccccc2c3N)c1 | 5&11 | 135
Cc1cccc(-n2c(-c3cccs3)nc3ccccc3c2=O)c1 | -2 | x
CC(=O)OC1(c2ccccc2)CCN(C)C2CCCCC21 (stereo not drawn) | 2 | 127
CCCCSc1nc2ccccc2c(=O)n1-c1ccccc1OC | -8 | x
COc1ccc(-n2c(-c3ccccc3F)nc3ccccc3c2=O)cc1 | 4 | x
CCC(=NCC1CCCO1)c1c(O)n(-c2ccccc2)c(=O)[nH]c1=O (stereo not drawn) | 9 | 93
c1ccc(CCCN2CCN(CCOC(c3ccccc3)c3ccccc3)CC2)cc1 | x | 101
CCCCCCn1c(N)c(C(=O)NCCN2CCOCC2)c2nc3ccccc3nc21 | 3 | x
Cc1cc(C)c(C(=O)C(C)N)c(C)c1 (stereo not drawn) | -15 | x
Cc1cccc(-n2c(/C=C\c3ccc(Cl)cc3)nc3ccccc3c2=O)c1 | 18 | x
O=C(COc1ccccc1)N1CCN(CC(O)COc2ccccc2)CC1 (stereo not drawn) | -2 | 79
O=C1C2CCCN2C(c2ccc(Cl)cc2)N1c1ccccn1 (stereo not drawn) | 4 | 104
C1CNC2NCCNC2N1 (stereo not drawn) | -7 | 93
O=C(O)Cc1cnc[nH]1 | x | 92
CC1CN(c2ccc(C(F)(F)F)cc2[N+](=O)[O-])CCN1 (stereo not drawn) | -5 | x
CCc1ccc(CN2CCN(C(=O)COc3ccc(Cl)cc3)CC2)cc1 | -5 | x

(more compounds)
compound | HePTP inhibitor | BAP1 block
CC/C(=C\c1cc(Br)c(O)c(OC)c1)[N+](=O)[O-] | 8 | x
CC(=O)c1cc(F)c(N2CCN(C)CC2)cc1C | -12 | x
Cc1ccc(-n2c(C)cc(/C=C3/C(=O)NC(=O)N(C)C3=O)c2C)cc1 | -3 | x
COc1ccc(N2C(=O)NC(=O)/C(=C/c3ccc(SC)cc3)C2=O)cc1 | 2 | x
O=[N+]([O-])c1ccc(CNCCc2ccc(F)cc2)cc1 | -4 | x
Cc1ccc2c(c1)N(CCC(=O)N1CCC3(CC1)OCCO3)C(=O)C(C)O2 (stereo not drawn) | 6 | 109
CCCN1CCc2cccc3c2[C@H]1Cc1ccc(O)c(O)c1-3 | x | 85
CCC(=NCCO)c1c(O)n(C2CCCCC2)c(=O)[nH]c1=O | 8 | 105
O=c1[nH]c(=O)n(-c2cccc3ccccc23)c(O)c1C=NCCCn1ccnc1 | 11 | 71
C=CCOC(=O)C1=C(C)OC(N)=C(C#N)[C@@]12C(=O)N(CC(N)=O)c1ccccc12 | 1 | 91
CC/C(=C\C=C\C1C=CC2CCCC2C1C(=O)c1ccc[nH]1)C1OC(C(C)C(=O)O)CCC1C (stereo not drawn) | 11 | x
CCOc1ccc(-n2c(-c3ccc(OC)cc3)nc3ccccc3c2=O)cc1 | -17 | x
CCCN1CCC[C@@H]2Cc3nc(N)ncc3C[C@H]21 | x | 96
O=c1c2ccccc2nc(/C=C/c2cccc([N+](=O)[O-])c2)n1-c1ccccc1O | 10 | x
CCC(=NCCO)c1c(O)n(-c2ccccc2)c(=O)[nH]c1=O | -5 | 88
CC(C)N1CCN(Cc2cc(Br)ccc2O)CC1 | -14 | x
COc1ccc(CCC(=O)N2CCC3(CC2)OCCO3)cc1 | -8 | 85
CCCc1[nH]nc2c1C1(C(=O)N(CC(N)=O)c3ccccc31)C(C(=O)OC)=C(N)O2 (stereo not drawn) | -4 | 112
CC(C)CCOC(=O)c1c(N)n(CC2CCCO2)c2nc3ccccc3nc12 (stereo not drawn) | 5 | x
CCC(=NCc1ccc(F)cc1)c1c(O)n(C)c(=O)n(C)c1=O | 0 | 92
CCC(C)N1CCN(C(=O)COc2ccc(Cl)cc2)CC1 (stereo not drawn) | -16 | x
